# Screening data deposited in PubChem by several laboratories.
# Platelet DG rel – modulates dense granule release in human platelets. human platelet-rich plasma, SFLLRN dense granule ATP release, luminescence. inhibition, %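 (compounds screened at 7.5 µM in platelet-rich plasma)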. hit rate 0.22% among 300,000. AID 1663;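 active = mean replicate score, as percent of positive control, at or above 50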
# IEC-6 tox – kills IEC-6 intestinal cells in KLF5 counter-screen; IEC-6 cytotoxicity, luminescence viability; inhibition, % at 5 µM; hit rate 0.78% among 290,000; in the data active = inhibition above about 22%;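 note: 0% = plate median of test compound wells and 100% = cytotoxic reference compound wells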
# HDAC3 inhib – inhibitors of human histone deacetylase 3; O15379; recombinant HDAC3, fluorogenic peptide/trypsin coupled, fluorescence; inhibition, % at 8.3 µM; hit rate 0.15% among 320,000; AID 2718; in the data active = inhibition above about 26%, passing the limit was not always enough
# Target sequence (O15379 whole entry, looked up): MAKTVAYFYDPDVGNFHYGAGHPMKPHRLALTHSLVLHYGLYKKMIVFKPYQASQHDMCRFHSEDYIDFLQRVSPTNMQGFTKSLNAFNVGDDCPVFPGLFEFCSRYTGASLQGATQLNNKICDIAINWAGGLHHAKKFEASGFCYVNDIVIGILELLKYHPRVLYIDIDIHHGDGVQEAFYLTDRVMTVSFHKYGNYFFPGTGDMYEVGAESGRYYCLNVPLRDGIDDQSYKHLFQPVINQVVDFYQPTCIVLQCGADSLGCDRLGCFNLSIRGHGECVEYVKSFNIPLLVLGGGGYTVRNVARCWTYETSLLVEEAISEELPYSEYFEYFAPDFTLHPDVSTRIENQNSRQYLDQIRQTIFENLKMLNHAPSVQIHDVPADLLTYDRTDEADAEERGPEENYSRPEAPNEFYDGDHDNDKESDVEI
# HSP90 refold inh – inhibitors of HSP90 luciferase refolding in rabbit reticulocyte lysate | AID 1789 | inhibition, % at 5.6 µM | hit rate 0.91% among 290,000 | luciferase refolding luminescence, 3 h;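 active = inhibition above the screen-wide mean plus 3 SD, computed separately per campaign, cut at about 16% in these data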;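 note: 0% = DMSO wells and 100% = 60 µM geldanamycin wells; inhibitors lower the luminescence because luciferase stays unfolded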
# aSyn UTR inh – 5' untranslated region of α-synuclein, MLPCN primary screen; alpha-synuclein 5'UTR reporter, inhibitor activity; inhibition, % (tested at 7.5 µM); hit rate 0.82% among 300,000; in the data active = inhibition above about 60%;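 note: H4 neuroglioblastoma cells stably carrying SNCA 5'UTR luciferase fusion; 0% = DMSO wells and 100% = positive control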
# HSF1 activator – increases HSF-1 driven luciferase reporter signal; NIH3T3-HGL HSF-1 luciferase reporter, MG132, 8 h; 100% = twice DMSO control signal; hit rate 1.7% among 300,000; activation, % at 9 µM;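 active = mean replicate activation of at least 50% with a set share of replicates each reaching 50%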;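 note: 0% = median of the neutral control wells and 100% = twice that signal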
# HIF activator – HIF pathway transcriptional activation; activation, % at 7.5 µM (by protocol); U2OS HRE-luciferase reporter, luminescence; normalized: DMSO 0%, desferrioxamine 100%; hit rate 0.32% among 300,000; AID 1910;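 active = mean activation of at least 10% of the iron chelator positive control signal, with at least half of replicates also reaching 10%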
# KLF5 inh – kruppel-like factor 5 inhibition | DLD-1 KLF5 promoter-luciferase reporter, luminescence | inhibition, % at 5 µM | AID 1700 | hit rate 0.23% among 290,000;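 active = inhibition above a per-plate limit of that plate's mean compound inhibition plus 3 SD, cut at about 60% in these data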;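 note: 0% = DMSO wells and 100% = LY294002 at 200 µM; higher means less KLF5 promoter-driven luciferase light; inactives centre near -14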
# HSF1 inh – HSF1 inhibition; hit rate 0.77% among 300,000; activity change, negative = inhibition, % at 7.5 µM (by protocol); NIH3T3-HGL HSE-luciferase, MG132-induced, luminescence 8 h; hits give low values;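 active = more than half of replicate wells show activity change below -50%, luminescence cut by over half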;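 note: luciferase reports HSF-1 transcriptional activity via heat shock element; 0% = median of DMSO wells and -100% = zero luminescence signal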
# AI-2 QS mod – modulates the Vibrio harveyi AI-2 quorum sensing system; activity change, % at 7.5 µM; hit rate 0.4% among 300,000; Vibrio harveyi JMH597 AI-2 luminescence/OD600 ratio, 9 h; hits give low values; strain lacks LuxN and CqsS sensors; 0 = neutral-control median; in the data active = activity change below about -75%, passing the limit was not always enough;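 note: luminescence divided by OD600 gain over 9 h not by final OD600 alone; inactives centre near 13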
# The depositor's hits bear a star; nt = no result given.
SMILES,Platelet DG rel,IEC-6 tox,HDAC3 inhib,HSP90 refold inh,aSyn UTR inh,HSF1 activator,HIF activator,KLF5 inh,HSF1 inh,AI-2 QS mod
O=C(CCc1c[nH]c2ccccc12)N[C@@H](Cc1c[nH]c2ccc(O)cc12)C(=O)O,1,-6,-9,-1,-2,8,0.8,-13,-6,13
Cc1ccc(C)c(OCCn2cc(C(=O)O)c3ccccc32)c1,-2,4,-8,0,13,5,-0.1,4,-1,40
COc1cc(/C=C2\C(=O)ON=C2c2ccccc2)cc(OC)c1OC,-10,-6,-1,-1,-12,19,0.4,3,4,43
O=C(NC(Nc1nc2ccccc2s1)(C(F)(F)F)C(F)(F)F)c1ccccc1,-4,6,-2,4,18,-15,-0.8,-47,-2,11
Cc1cc(C)nc(N2CCCC(C(=O)NCCC3=CCCCC3)C2)n1 (stereo not drawn),10,-12,1,1,24,1,-0.3,-2,-6,8
CCc1cccc(OCCCCN(CC)CC)c1,-1,0,0,4,-15,0,-1.2,-1,0,-2
COc1cccc(NC(=S)N(Cc2ccc(C(=O)O)cc2)Cc2ccc(OC)c(OC)c2)c1,-3,0,-1,-2,4,13,1.0,-22,-2,21
CCCCCCCCCC(=O)NNC(=O)c1c(O)c2ccccc2n(CC)c1=O,-8,-4,-2,-1,-7,3,-0.4,7,0,23
N#CCSc1ccsc1C(=O)Nc1ccc(F)cc1,-3,5,1,0,-33,17,0.9,-38,6,19
c1cn2c(Nc3ccc4c(c3)OCCO4)c(-c3ccc(N4CCOCC4)cc3)nc2cn1,4,-6,3,-6,-58,-16,0.9,-2,3,7
CCCN1CCC(=O)N([C@H](COc2ccccc2)c2ccccc2)CC1,-2,-4,1,-6,-11,-2,0.6,2,0,5
Cc1cc(=O)oc2cc(OC(=O)C3CCN(C(=O)c4ccc(F)cc4)CC3)ccc12,2,nt,-79,nt,6,9,0.2,nt,1,23
Cc1csc(NC(=O)CSc2ccc3nnc(CCNS(=O)(=O)c4ccccc4)n3n2)n1,-3,8,-3,-1,-16,-5,-0.6,-12,-8,19
CCSc1nc(N)c2c(C)c(C)sc2n1,2,-2,0,2,9,10,0.3,-16,-2,-1
COc1ccc(S(=O)(=O)N2CCC(C(=O)N[C@@H](C)C(=O)NCc3ccc(F)cc3)CC2)cc1,1,-1,-6,-1,14,-17,-0.2,-28,-6,9
CSC1=N/C(=C\c2ccc3c(c2)OCO3)C(=O)S1,19,-5,4,-4,-2,1,-0.5,-11,1,11
COc1ccccc1-c1nc2ccccc2c(=O)n1NC(=O)c1cccs1,-7,-3,0,2,11,3,-0.4,-29,2,-7
CCOC(=O)N1CCN(Cc2nc3ccc([N+](=O)[O-])cc3c(=O)n2-c2cccc(OC)c2)CC1,5,-4,14,0,24,-6,-0.5,-22,1,3
CCCNC(=O)NCCc1c(C)[nH]c2ccccc12,23,6,9,2,9,-1,0.0,-7,2,19
NC(=O)NC(=O)COC(=O)c1ccccc1Oc1ccccc1,-3,2,-1,-1,23,3,-0.8,-10,-3,-3
C=CCn1cnc2c(NCc3ccccc3)ncnc21,9,5,-3,1,-76,22,1.4,-34,7,18
COc1ccc(NC(=O)CC2C(=O)N(c3cccc(C)c3)C(=O)N2C2CCCCC2)cc1 (stereo not drawn),1,-2,3,4,6,-3,-0.5,-42,-5,30
COc1ccc(CN2CCC(n3nccc3NC(=O)C3CCCC3)CC2)c(OC)c1,0,0,3,3,-6,-6,0.2,-10,-6,9
COc1ccccc1/C=C/C=N/NC(=O)Cc1cccs1,-14,5,2,-5,-39,21,1.2,-29,14,-15
COc1ccc(OC)c(C(=O)CSc2nnc(Cc3cccs3)n2CCc2ccccc2)c1,-12,4,-5,-1,20,27,-0.3,1,12,10
COc1ccccc1CNC(=O)C(C)c1ccc([N+](=O)[O-])cc1 (stereo not drawn),-5,-6,7,0,-9,9,-0.3,1,-8,23
CCOC(=O)c1ccc(NC(=O)COc2ccccc2CNCCc2ccccc2)cc1,14,6,2,5,-29,32,-1.0,-9,5,22
CCCCNC(=O)c1ccc(SCC(=O)N(CC)CC)c([N+](=O)[O-])c1,7,-3,0,0,5,-3,0.3,-19,5,17
O=S(=O)(NCC(c1cccnc1)N1CCN(c2ccc(F)cc2)CC1)c1cccs1 (stereo not drawn),-1,5,1,3,17,17,-0.1,6,3,5
C=CCOC(=O)C1=C(C)NC(=O)NC1c1ccc2c(c1)OCO2 (stereo not drawn),2,-1,0,-4,5,20,0.3,-26,13,31
CCCCc1ccc(S(=O)(=O)NNC(=S)NCc2ccco2)cc1,8,-6,0,0,9,1,0.0,-13,1,5
O=C(NCC(=O)N1CCN(S(=O)(=O)c2ccccc2F)CC1)c1ccc2ccccc2c1,-22,nt,-2,nt,-7,-4,-0.1,nt,-1,nt
CCOn1c(=O)c(-c2ccc(OC)cc2)[n+]([O-])c2ccccc21,-3,-1,4,13,-23,16,0.7,-65,5,6
O=C(NCC1CCN(c2ccc(S(=O)(=O)N3CCOCC3)cc2)CC1)Nc1ccccc1,17,3,0,-5,2,44,0.1,-14,7,33
O=C(OCC(=O)N1CCOCC1)c1ccccc1SCC(=O)N1CCCC1,-8,4,4,-1,-1,20,-0.1,14,1,4
COc1cc(CN2CCN(C(C)C)C(CCO)C2)ccc1OCc1ccccc1 (stereo not drawn),1,-2,-1,2,-21,1,0.4,-31,-6,7
COc1cc(S(=O)(=O)N(Cc2cccs2)CC2CCCO2)ccc1-n1cnnn1 (stereo not drawn),-10,1,-4,2,9,9,0.4,-18,11,21
CN(C)c1nc(C#N)nc(N2CCOCC2)n1,-6,6,-7,2,0,19,-0.2,6,-8,23
CCN1C(=O)CCC(C(=O)O)C1c1ccc(OC)cc1 (stereo not drawn),1,2,-4,1,13,16,2.4,-19,-2,6
C[C@@H](C(=O)NCC1CC1)[C@H]1C[C@]1(C)[C@H](NC(=O)OCc1ccccc1)c1ccccc1,0,-4,2,-1,2,8,-0.3,-22,6,9
N#Cc1c(-c2ccco2)cc(C2CC2)nc1SCC(=O)c1ccccc1,6,2,-3,-5,22,-10,2.2,-2,-11,5
CCOC(=O)CSc1ccc(C(=O)NCCCN2CCOCC2)cc1[N+](=O)[O-],9,-8,7,-5,-8,-75,-1.1,-21,-69*,23
Cc1c2cnn(CC(=O)NCCCN3CC(C)CC(C)C3)c(=O)c2c(C)n1Cc1ccccc1Cl (stereo not drawn),-11,0,2,0,-7,-6,0.0,2,5,-16
C/C(=N/NC(=O)CSc1nc2ccccc2s1)c1ccncc1,6,1,-9,-3,7,0,0.9,-36,0,-18
CN(CCOc1ccc(F)cc1)Cc1ccccc1,13,-4,5,-7,0,6,0.2,-31,-5,9
CN(C(=O)c1ccno1)c1nnc(-c2ccccn2)s1,2,4,-21,5,-32,-21,0.3,-24,-1,22
C=CCn1c(=O)c(C(=O)Nc2cccnc2)c(O)c2ccccc21,-2,-2,-9,-1,-11,-12,-0.7,-43,-3,21
COc1cc(NC(=S)NC(=O)c2ccc(F)cc2)ccc1NC(=O)c1ccco1,10,4,-9,-2,-5,-5,0.2,-22,-5,29
COc1ccc(C(=O)N/N=C\c2coc3ccc(C)cc3c2=O)cc1,-3,9,8,1,9,-7,-0.1,8,5,18
Cc1c(CC(=O)NCC(=O)O)c(=O)oc2cc3occ(-c4ccccc4)c3cc12,1,-2,-4,-3,18,-1,-2.2,-11,11,21
O=C(NCc1nc2ccccc2[nH]1)C1=C[C@@H](c2ccc(C(F)(F)F)cc2)C[C@@H](OCCCCO)O1,-3,nt,7,nt,-16,12,1.0,nt,-6,23
CCc1nnc(N/N=C/c2c(C)[nH]c3ccccc23)n1N,-21,102*,3,75*,nt,nt,nt,21,nt,4
COC(=O)NCC(c1ccco1)N1CCN(c2ccc(OC)cc2)CC1 (stereo not drawn),4,-3,6,-6,0,7,0.3,-7,-5,27
O=S(=O)(CCOc1ccccc1)c1nc2ccccc2[nH]1,-1,3,7,7,-6,8,-0.8,-20,2,5
COc1ccccc1Nc1ccncc1[N+](=O)[O-],9,6,1,-1,-9,-4,-0.3,-21,0,27
O=C(c1ccccc1-n1cccn1)N1CCc2c([nH]c3ccccc23)C1c1ccccn1 (stereo not drawn),1,-2,7,0,-43,20,0.3,-30,10,33
COc1ccc2nc(-c3ccccc3)nc(C3CCCCC3)c2c1,3,nt,0,nt,2,14,0.4,nt,2,28
COc1cc(CO)ccc1OCC(=O)Nc1ccc(Br)cc1,-1,0,-1,3,-86,20,3.0,-42,6,34

# Some of the entries so far, with bars between the fields.
structure | Platelet DG rel | IEC-6 tox | HDAC3 inhib | HSP90 refold inh | aSyn UTR inh | HSF1 activator | HIF activator | KLF5 inh | HSF1 inh | AI-2 QS mod
CN(C(=O)c1ccno1)c1nnc(-c2ccccn2)s1 | 2 | 4 | -21 | 5 | -32 | -21 | 0.3 | -24 | -1 | 22
C=CCn1c(=O)c(C(=O)Nc2cccnc2)c(O)c2ccccc21 | -2 | -2 | -9 | -1 | -11 | -12 | -0.7 | -43 | -3 | 21
COc1cc(NC(=S)NC(=O)c2ccc(F)cc2)ccc1NC(=O)c1ccco1 | 10 | 4 | -9 | -2 | -5 | -5 | 0.2 | -22 | -5 | 29
COc1ccc(C(=O)N/N=C\c2coc3ccc(C)cc3c2=O)cc1 | -3 | 9 | 8 | 1 | 9 | -7 | -0.1 | 8 | 5 | 18
Cc1c(CC(=O)NCC(=O)O)c(=O)oc2cc3occ(-c4ccccc4)c3cc12 | 1 | -2 | -4 | -3 | 18 | -1 | -2.2 | -11 | 11 | 21
O=C(NCc1nc2ccccc2[nH]1)C1=C[C@@H](c2ccc(C(F)(F)F)cc2)C[C@@H](OCCCCO)O1 | -3 | nt | 7 | nt | -16 | 12 | 1.0 | nt | -6 | 23
CCc1nnc(N/N=C/c2c(C)[nH]c3ccccc23)n1N | -21 | 102* | 3 | 75* | nt | nt | nt | 21 | nt | 4
COC(=O)NCC(c1ccco1)N1CCN(c2ccc(OC)cc2)CC1 (stereo not drawn) | 4 | -3 | 6 | -6 | 0 | 7 | 0.3 | -7 | -5 | 27
O=S(=O)(CCOc1ccccc1)c1nc2ccccc2[nH]1 | -1 | 3 | 7 | 7 | -6 | 8 | -0.8 | -20 | 2 | 5
COc1ccccc1Nc1ccncc1[N+](=O)[O-] | 9 | 6 | 1 | -1 | -9 | -4 | -0.3 | -21 | 0 | 27
O=C(c1ccccc1-n1cccn1)N1CCc2c([nH]c3ccccc23)C1c1ccccn1 (stereo not drawn) | 1 | -2 | 7 | 0 | -43 | 20 | 0.3 | -30 | 10 | 33
COc1ccc2nc(-c3ccccc3)nc(C3CCCCC3)c2c1 | 3 | nt | 0 | nt | 2 | 14 | 0.4 | nt | 2 | 28
COc1cc(CO)ccc1OCC(=O)Nc1ccc(Br)cc1 | -1 | 0 | -1 | 3 | -86 | 20 | 3.0 | -42 | 6 | 34
